# Vif-A3F inh – qHTS for Inhibitors of Vif-A3F Interactions: qHTS; HeLa A3F-eYFP + Vif (tagged APOBEC3F with the HIV-1 protein that degrades it), YFP fluorescence increase; Potency, µM (highest dose often 46.1 µM), for the others: at the top dose activity, negative = active; 0.2% of 390,000 active; AID 602313, 2012; note: potency is the fitted concentration of half-maximal effect; % of control where 0% means no effect; nearly all actives have a fitted effect of over 65% in size
#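 HeLa cells stably expressing Vif plus C-terminally eYFP-tagged A3F were seeded, incubated overnight at 37 deg C, dosed with compound, incubated overnight again at 37 deg C. Yellow fluorescence (Ex 488/Em 500-530) reported blocked Vif-mediated A3F-eYFP degradation.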
# Glioma ERSR ind – qHTS for Inducers of the Endoplasmic Reticulum Stress Response (ERSR) in Human Glioma: qHTS. U87-MG GRP78 promoter luciferase reporter, 16 h. Potency, µM, for inactives: at the top dose activation, most hits filed as activators. 0.02% of 420,000 active; note: potency is the fitted concentration of half-maximal effect; series mostly up to about 76 µM; % of control where 0% means no effect; nearly all actives have a fitted effect of over 35% in size
#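 Stably transfected U87-MG glioma cells carrying a GRP78-based luciferase sensor; 16 h compound incubation. Luminescence end-point read 10 min after Bright-Glo addition at room temperature.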
# LDHA block – qHTS assay for inhibitors of human lactate dehydrogenase; L-lactate dehydrogenase A chain (Homo sapiens), P00338; purified LDHA, NADH/diaphorase-resazurin fluorescence; active compounds read low; activity change, % (values are at about 110 or 230 µM); 0.15% of 480,000 active; AID 1347041, 2019; in the data active = activity change below about -30%; inconclusive = mostly about -25% to -30%;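 note: plate controls were DMSO wells for no effect and wells without enzyme for full effect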
#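 Human LDH5 (2 nM) was incubated with 0.06 mM NADH and 0.2 mM pyruvate for 5 min at room temperature in Tris pH 7.4. Remaining NADH was coupled through diaphorase/resazurin, and resorufin fluorescence was read at 0 and 20 min.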
# D2 ag – HTS Assay for Allosteric Agonists of the Human D2 Dopamine Receptor: Primary Screen for Agonists. D(2) dopamine receptor (Homo sapiens), P14416. HEK293 T-REx D2 cells, calcium flux agonist mode. activation, % at 2 µM. 0.53% of 340,000 active. AID 485358, 2010;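 active = activation over 3 SD above normal in the single-dose calcium agonist read, cut at about 30% in these data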; note: 0% is about no effect
# Target sequence (P14416 whole entry, looked up): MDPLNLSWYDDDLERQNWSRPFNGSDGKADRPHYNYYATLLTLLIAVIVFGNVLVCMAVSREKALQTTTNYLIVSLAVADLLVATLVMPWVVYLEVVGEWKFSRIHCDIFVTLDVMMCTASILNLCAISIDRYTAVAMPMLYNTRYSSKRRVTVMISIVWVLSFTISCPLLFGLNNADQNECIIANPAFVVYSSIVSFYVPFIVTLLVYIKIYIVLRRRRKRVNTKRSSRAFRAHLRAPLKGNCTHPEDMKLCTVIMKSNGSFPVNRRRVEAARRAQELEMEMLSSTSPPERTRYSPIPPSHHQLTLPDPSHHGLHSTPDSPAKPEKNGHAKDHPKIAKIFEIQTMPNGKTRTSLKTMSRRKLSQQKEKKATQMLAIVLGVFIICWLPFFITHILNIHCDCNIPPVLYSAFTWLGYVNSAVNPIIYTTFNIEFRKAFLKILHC
#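 Tetracycline-induced HEK293 Trex cells with D2 receptor force-coupled to calcium signaling, plated overnight at 30 C and loaded with no-wash calcium dye. Calcium flux read kinetically for 180 s after compound addition; responses flag agonists.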
# RGS4 inhibitor – Inhibitors of Regulator of G Protein Signaling (RGS) 4: qHTS; Regulator of G-protein signaling 4 (Homo sapiens), P49798; Transcreener GDP fluorescence polarization, RGS4-accelerated GTP hydrolysis; Potency, µM (titrated, usually from 114 µM), without a hit: at the top dose activity change, negative = inhibition, hits mostly inhibitors; 0.039% of 390,000 active; AID 504845, 2011; note: potency is the fitted concentration of half-maximal effect; % is set by controls: 0 for no effect and ±100 for the full control effect; nearly all actives have a fitted effect of over 75% in size; some results filed as inactive show a strong effect at the top dose
#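 MLSMR compounds (23 nl, pin-transferred) preincubated 10 min at room temperature with a 500nM (2x) first reagent, then RGS4 at 900nM (2x) plus Transcreener GDP mix added; fluorescence polarization (620/688 nm) read before and after 90 min at 30 °C.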
# ALOX12 inh – Primary qHTS assay for inhibitors of human arachidonate 12S-lipoxygenase (ALOX12): Round 2. Polyunsaturated fatty acid lipoxygenase ALOX12 (Homo sapiens), P18054. purified 12hLO, xylenol orange hydroperoxide absorbance. Potency, µM (doses to about 108 µM), for inactives: top-dose activity change, negative = inhibition, hits mostly inhibitors. 1.1% of 580,000 active; note: potency is the fitted concentration of half-maximal effect; % is set by controls: 0 for no effect and ±100 for the full control effect
# Target sequence (P18054 whole entry, looked up): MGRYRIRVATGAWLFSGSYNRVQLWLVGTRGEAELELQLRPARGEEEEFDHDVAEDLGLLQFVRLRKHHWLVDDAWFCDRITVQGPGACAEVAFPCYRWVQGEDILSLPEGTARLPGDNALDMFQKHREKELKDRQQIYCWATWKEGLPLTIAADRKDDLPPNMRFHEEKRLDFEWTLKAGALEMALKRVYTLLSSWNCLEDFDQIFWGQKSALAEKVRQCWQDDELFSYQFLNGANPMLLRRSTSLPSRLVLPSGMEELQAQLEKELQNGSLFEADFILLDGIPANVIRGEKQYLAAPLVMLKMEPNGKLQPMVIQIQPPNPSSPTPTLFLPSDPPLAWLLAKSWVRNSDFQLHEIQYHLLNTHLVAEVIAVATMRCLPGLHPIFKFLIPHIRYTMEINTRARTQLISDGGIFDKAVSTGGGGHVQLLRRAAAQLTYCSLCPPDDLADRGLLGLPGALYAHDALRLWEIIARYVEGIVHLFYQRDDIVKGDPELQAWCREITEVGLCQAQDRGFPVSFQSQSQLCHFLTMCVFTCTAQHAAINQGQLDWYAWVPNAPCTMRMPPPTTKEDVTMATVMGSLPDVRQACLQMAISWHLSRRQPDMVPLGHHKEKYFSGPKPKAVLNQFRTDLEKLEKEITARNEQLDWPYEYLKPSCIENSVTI
#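 Hydroperoxide product was detected by ferrous iron/xylenol orange as the 573 to 405 nm absorbance ratio. Arachidonic acid at 40 uM (final) was turned over for 30 min at room temperature by 150 nM human 12hLO, pH 7.0 Hepes buffer, after 15 min compound preincubation.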
# D2 antag – HTS Assay for Allosteric Antagonists of the Human D2 Dopamine Receptor: Primary Screen for Antagonists | HEK293 TREx D2 cells, calcium flux, dopamine EC80 | inhibition, % at 10 µM | 2% of 340,000 active | AID 485344, 2010; in the data active = inhibition above about 30%; note: 0% is about no effect
#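 HEK293 T-REx D2 cells, tet-induced, calcium dye no-wash. Cpd pintool add, 180 s kinetic, then EC80 DA, 180 s kinetic. Ca flux read.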
# ERG Ets-DNA blk – qHTS for Small Molecule Inhibitors of the ERG Ets/DNA interaction; Transcriptional regulator ERG (Homo sapiens), P11308; fluorescence polarization, His-ERG Ets domain / labelled DNA; Potency, µM (highest dose often 76.9 µM), without a hit: top-dose FP activity, negative = inhibition, usual class: inhibitors; 0.028% of 370,000 active; AID 624246, 2012; active = well fitted inhibition curve with a large enough effect in the polarisation, with a control signal flat; inconclusive = small, poorly fitted or top-dose-only effect, or effect the other way, or a change in a side signal; inactive = no such curve, though single readings can be large or run the other way; the % refers to the polarisation;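 note: polarization taken with two DNA probes labelled with fluorescein and Texas red; potency is the fitted concentration of half-maximal effect; % of control where 0% means no effect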
#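 His-tagged ERG Ets domain (1 uM in the protein solution; 300mM KCl, 50mM Tris-HCl, 1mM EDTA, 1mM DTT, pH 7.5) received compound, then a probe mix of 5 nM fluorescein-DNA and 100nM Texas-615-DNA. Fluorescence polarization was read for both dyes.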
# Vif-APOBEC3G blk – qHTS for Inhibitors of Vif-A3G Interactions: qHTS; AID 602310, 2012; HeLa A3G-eYFP + Vif (tagged APOBEC3G with the HIV-1 protein that degrades it), YFP fluorescence, overnight; 0.076% of 410,000 active; Potency, µM (highest dose often 46.1 µM), for inactives: at the highest dose activity, negative = active, usual class: inhibitors; DNA dC->dU-editing enzyme APOBEC-3G (Homo sapiens), Q9HC16;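 note: potency is the fitted concentration of half-maximal effect; % is set by controls: 0 for no effect and ±100 for the full control effect; nearly all actives have a fitted effect of over 60% in size; hits raise eYFP signal because A3G escapes Vif-driven loss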
#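 Read-out is eYFP fluorescence (Ex 488/Em 500-530) from Vif-expressing HeLa A3G-eYFP cells; more signal means A3G escaped Vif-mediated degradation. Cells plated overnight, compound pinned in, incubated overnight at 37 deg C.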
# An asterisk follows results filed as active; u = inconclusive; x = no result given; [ ] = dose if it differs, or a comment. Unless noted, calls come from the whole dose curve; as a rule, active = well fitted curve in the direction sought with a large enough effect; inconclusive = small, poorly fitted or top-dose-only effect, or another doubt; inactive = no such curve, though single readings can be large; an effect the other way counts as inactive or inconclusive. Not all compounds are listed; the hit share may differ from the screen's.
entry	Compound	Vif-A3F inh	Glioma ERSR ind	LDHA block	D2 ag	RGS4 inhibitor	ALOX12 inh	D2 antag	ERG Ets-DNA blk	Vif-APOBEC3G blk
1	C#CCOCCOCCOCCNc1nc(N2CCN(C(=O)Cn3cc(CCO)nn3)CC2)nc(N2CCN(C(=O)Cn3cc(CCCN=C(N)N)nn3)CC2)n1	5%	-2%	-8	x	-1%	-11%	x	7%	3%
2	Cc1cccc(-c2c3c(=O)n(C)c(=O)n(C)c3cn2-c2ccccc2O)c1	4%	1%	-3	-0.3	-18%	96%[activator]	19	-2%	-11%
3	Cc1c(C)c2c(OCC(=O)N3CCC(O)CC3)cc3c(c2oc1=O)CCC(C)(C)O3	-3%	5%	-2	0.1	-1%	23%	5	0%	-1%
4	O=C(Cn1c(=O)c(=O)n(Cc2ccccc2)c2ccc(Cl)cc21)NCC1CCCO1 (centres undefined)	6%	-3%	0	1.7	15%	-11%	-18	-10%	0%
5	O=C(O)c1ccc2c(c1)C(=O)N(c1cccc(S(=O)(=O)Nc3cccc(C(F)(F)F)c3)c1)C2=O	3%	0%	-6	-0.4	-38%	-2%	-4	-1%	4%
6	CN(C)S(=O)(=O)c1cccc(NC(=S)NN=C(Cc2ccccc2)Cc2ccccc2)c1	7%	0%	2	-0.2	-50%	u	21	-4%	-2%
7	CCOC(=O)c1c(N)sn(-c2ccccc2)c1=S	2%	-2%	2	-0.2	10%	140%[activator]	-8	-5%	-7%
8	Cc1cccc(C(=O)NNC(=O)c2ccccc2-n2cccc2)c1	-16%	-1%	-10	1.2	7%	7%	-21	-1%	0%
9	COc1ccccc1NCCC(=O)OCC(=O)NC1CCCCC1	-9%	-3%	12	-0.4	-19%	-16%	-2	8%	-3%
10	COc1ccc(-c2csc(/C(C#N)=C\c3ccc(OC)c([N+](=O)[O-])c3)n2)cc1	u	-4%	-10	2.2	1%	-21%	-10	0%	-5%
11	Cc1nn(-c2ccccc2)c2c1N(CCCC(=O)NCc1ccc(Cl)cc1)C(=O)CS2	-1%	-3%	1	x	-8%	u	x	4%	-18%
12	COc1ccc(Cl)cc1N/C(N)=N/c1nc(C)cc(=O)[nH]1	7%	-3%	4	3.2	-5%	8%	0	-3%	1%
13	CCOCCCNc1nc2ccccc2[nH]1	0%	4%	-5	-2.5	14%	1%	-12	-1%	-4%
14	CC(NC(=O)C1CCN(Cc2ccccc2)CC1)c1cccc2ccccc12 (centres undefined)	x	0%	1	x	x	7%	x	x	-3%
15	COc1cc(/C=C/C(=O)Nc2nnc(CC(C)C)s2)cc(OC)c1OC	-10%	-3%	0	2.3	-21%	0%	4	-16%	-1%
16	COc1cccc(NC(=O)Nc2nnc(Cc3ccc(F)cc3)s2)c1	3%	-2%	-8	-1.5	6%	0%	16	2%	0%
17	CCCCN1CC(O)=C(c2nc(-c3ccc(Br)cc3)cs2)C1=N	0%	-1%	-6	-0.7	-14%	-20%	17	1%	1%
18	CCn1c(SCCC#N)nnc1-c1ccncc1	0%	-2%	-21	0.5	0%	-14%	13	x	-2%
19	COc1ccc(C(CNC(=S)NCc2ccccc2)N2CCCC2)cc1 (centres undefined)	-2%	-1%	-3	0.4	5%	-15%	41*	-5%	3%
20	Cc1onc(-c2c(F)cccc2Cl)c1C(=O)c1ccc(F)cc1	7%	-2%	-1	x	u	142%[activator]	x	1%	-1%
21	COc1cccc(-c2nnc3n(Cc4ccccc4Cl)c(=O)c4ccccc4n23)c1O	-9%	1%	-1	-0.4	-12%	u	x	0%	-15%
22	CCC(CC)NC(=O)COC(=O)c1cc(Br)ccc1Cl	1%	-2%	-2	-1.0	6%	-3%	-7	4%	2%
23	CNCCC(=O)N1c2ccccc2CCc2ccc(NC(=O)OC)cc21	-10%	-4%	-17	0.8	20%	0%	-40	-2%	0%
24	COC(=O)c1cc(C(=O)NCCC(C)C)cc([N+](=O)[O-])c1	-5%	-3%	-11	x	-4%	-1%	x	-3%	-3%
25	COc1cc(OC)cc(C(=O)NCCCN2CCOCC2)c1	-9%	-4%	-7	0.5	24%	-7%	9	-6%	-8%
26	Cc1cc2c(=O)cc(-c3ccccc3)oc2c(C(=O)O)c1C	x	0%	-3	x	x	-10%	x	x	-2%
27	O=C1/C(=C/c2cccnc2)SC(=S)N1C1CCS(=O)(=O)C1 (centres undefined)	2%	-6%	13	-0.4	-36%	19%	3	21%	-12%
28	Cc1csc(NC(=O)CSc2nnc(-c3ccncc3)o2)n1	-2%	-1%	-3	-0.8	6%	138%[activator]	4	4%	-3%
29	COCCCNc1ncnc2c1sc1nc(-c3ccco3)c3c(c12)CC(C)(C)OC3	u	-3%	11	3.5	u	u	-5	-2%	-1%
30	COc1ccccc1NS(=O)(=O)c1cc(NC(=O)c2cccnc2)ccc1N1CCCCC1	-11%	-6%	-7	x	-43%	-7%	x	-2%	0%
31	COCCNC(=O)c1nn(-c2ccc(Cl)cc2)nc1CO	-5%	-1%	-3	x	11%	-16%	x	2%	-2%
32	CC(C)Nc1nc(NC(C)C)nc(N(C)C#N)n1	-8%	4%	-1	0.0	21%	-10%	-7	0%	1%
33	COc1ccc(Cl)cc1S(=O)(=O)N1CCC(C(=O)NCCc2ccccc2)CC1	2%	1%	-2	-0.2	5%	u	5	-9%	3%
34	O=C(CC1C(=O)NCCN1Cc1ccc(F)cc1)NCCCn1cccn1 (centres undefined)	2%	-2%	3	0.3	-25%	3%	4	5%	6%
35	C[C@H]1CN([C@@H](C)CO)C(=O)CCCn2cc(nn2)CO[C@@H]1CN(C)S(=O)(=O)c1ccc(Oc2ccccc2)nc1	-11%	-3%	-6	x	x	-28%	x	x	1%
36	COc1cc(CCCN2C(=S)NC[C@@H]2c2ccccc2)cc(OC)c1OC	-1%	-6%	-2	0.4	-9%	u	4	-11%	3%
37	O=C(C/C=N/OCc1ccc(F)cc1Cl)c1cnc(-c2ccccc2)s1	5%	-4%	1	-0.3	-13%	83%[activator]	-1	-1%	1%
38	CCOc1ccc2[nH]c(=O)c(CN(CCO)C(=O)c3ccc(Br)cc3)cc2c1	0%	-9%	-5	1.0	9%	x	4	-3%	4%
39	Cc1cc(C)n(-c2nnc(C)n2/N=C/c2ccccc2F)n1	-10%	-5%	-2	-0.8	6%	0%	1	-6%	-1%
40	C=CC[C@H](CC(=O)N(CCO)Cc1ccccc1)C(=O)NC[C@H](OC(=O)[C@@H](CC=C)Cc1ccc(F)cc1)c1ccccc1	5%	-7%	-1	x	14%	u	x	-13%	-13%
41	O=C(Nc1nc2ccccc2n1CCN1CCCC1)C1CCCCC1	-28%	-6%	3	-1.1	u	2%	22	8%	0%
42	CCOC(=O)c1c(C)oc2ccc(NS(=O)(=O)c3ccc4c5c(cccc35)C(=O)N4)cc12	-4%	-3%	4	0.3	-4%	u	19	3%	0%
43	Cc1ccc(C(=O)Oc2ccccc2C(=O)N2CCOCC2)cc1	-10%	-2%	2	0.2	-4%	u	-6	5%	1%
44	C/C(=N\Nc1ccc(Cl)c(C(=O)O)c1)c1cc2ccccc2o1	u	16%	-3	-0.8	-12%	0%	-26	-3%	1%
45	CCC(=O)Nc1ccc(/C(C)=N\NC(=O)c2ccc(OC)cc2)cc1	-21%	0%	-3	0.4	-4%	21%	-15	-4%	-4%
46	N#Cc1sc2nc3c(c(-c4cccnc4)c2c1N)CCC3	-3%	-3%	1	-0.2	-6%	u	2	x	1%
47	O=c1cc(CO)oc(C(Nc2ccccn2)c2ccccc2F)c1O (centres undefined)	-4%	-4%	7	x	u	u	x	0%	1%
48	COc1ccc(S(=O)(=O)N(Cc2nc(-c3ccccc3)no2)C2CCCCC2)cc1	-1%	-1%	-6	x	-14%	-6%	x	2%	-8%
49	COc1ccc(CCN2C(=O)CSC2c2ccc(OC)c(OC)c2)cc1OC (centres undefined)	4%	4%	-2	-0.9	5%	-9%	22	-6%	0%
50	COc1ccc(N=c2oc3c(OC)cccc3cc2C(=O)NCc2ccco2)cc1OC	u	-1%	4	0.4	-5%	x	-14	15%	0%
51	CCC(C(=O)Nc1c(C)cc(C)cc1C)N1CCCCCC1 (centres undefined)	11%	-4%	-2	0.2	12%	u	-12	9%	0%
52	O=c1oc(-c2ccccc2Cl)nc2ccsc12	-28%	0%	-3	1.4	-37%	0%	31*	0%	0%
53	CCCN(CCC)C(=O)c1cc2c(=O)[nH]c3ccc(C)cc3c2s1	0%	-2%	-4	-0.3	-12%[56.9 µM]	-16%	2	0%	3%

# Screens: PubChem, National Center for Advancing Translational Sciences (NCATS)
